Compound activity as filed in PubChem BioAssay.
RGS7-Gao: RGS7-Galphao binding modulators, primary screen, biochemical, multiplexed bead flow cytometry. actives lie on both sides. binding response (% of control), % at 10 µM. 220,000 tested, 0.35% active. AID 1439, 2008; in the data active = binding response below about 49% or above about 150%; inconclusive = no clear call, values can overlap the other calls; inactive = in between;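 note: fluorescent Galphao held in activated GDP-AlF4 state binding bead-coupled RGS7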
Target sequence (P09471 whole entry, looked up): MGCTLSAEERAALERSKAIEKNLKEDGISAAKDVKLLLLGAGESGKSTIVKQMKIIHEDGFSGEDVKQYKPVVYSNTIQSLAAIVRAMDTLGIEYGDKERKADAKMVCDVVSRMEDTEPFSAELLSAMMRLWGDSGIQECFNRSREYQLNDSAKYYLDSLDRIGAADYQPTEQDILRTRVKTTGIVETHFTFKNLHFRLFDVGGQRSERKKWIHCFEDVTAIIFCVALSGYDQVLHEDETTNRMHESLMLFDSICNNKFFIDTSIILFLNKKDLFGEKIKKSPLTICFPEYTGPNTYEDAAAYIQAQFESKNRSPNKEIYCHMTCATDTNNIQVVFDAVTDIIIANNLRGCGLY
ABCG2 inh: ABCG2 efflux pump inhibitors, primary screen, multiplex with ABCB1, IgMXP3 cells, flow cytometry. inhibition, % at 6.6 µM. 190,000 tested, 0.1% active. Broad substrate specificity ATP-binding cassette transporter ABCG2 (Homo sapiens), Q9UNQ0. AID 1325, 2008. JC-1 efflux;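 active = inhibition above 80%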;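 note: 0% = DMSO and 100% = nicardipine control wells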
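Read-out basis: Efflux inhibition in percent versus controls | Test system: ABCG2 IgMXP3 and barcoded ABCB1 CCRF-Adr cell mix | Quantity: 3 million cells/mL in well | Schedule: 10 min at 25 °C | Control set: Nicardipine as high control, DMSO as low control | Reagent: JC-1 as fluorescent efflux pump substrate | Signal: Flow cytometry of retained JC-1 fluorescence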
GSH fluor: compound fluorescence on glutathione beads, profiling panel, artefact control, biophysical, 488/530 nm, flow cytometry | GSH beads flow cytometry, compound fluorescence 488/530 nm; stronger effect = higher value | fluorescence (KMESF) at 10 µM | 190,000 tested, 0.25% active; in the data active = fluorescence above about 89;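 note: glutathione beads carrying GST-tagged Bcl family fusion proteins plus one bare bead set; values are compound well signal with DMSO vehicle wells as background; inactives centre near 16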
Bim-Bcl-XL: inhibitors of Bim-Bcl-XL binding, primary screen, biochemical, multiplexed, bead flow cytometry, human Bcl-XL; 190,000 tested, 0.04% active; AID 1007, 2008; Bcl-2-like protein 1 (Homo sapiens), Q07817; Bim peptide-Bcl-XL binding, fluorescence; inhibition, % at 10 µM
Target sequence (Q07817 whole entry, looked up): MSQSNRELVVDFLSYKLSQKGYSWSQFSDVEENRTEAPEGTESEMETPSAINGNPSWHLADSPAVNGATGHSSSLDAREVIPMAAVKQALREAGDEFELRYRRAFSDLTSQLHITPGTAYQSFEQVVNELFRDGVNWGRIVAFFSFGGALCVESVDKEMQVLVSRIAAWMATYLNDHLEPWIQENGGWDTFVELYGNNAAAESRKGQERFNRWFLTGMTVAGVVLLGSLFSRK
Bim-Bcl-B: inhibitors of Bim-Bcl-B binding, primary screen, biochemical, multiplexed, human Bcl-2 family; AID 951, 2007; Bcl-2-like protein 10 (Homo sapiens), Q9HD36; 190,000 tested, 0.073% active; bead-based flow cytometry, Bim peptide-Bcl-B binding; inhibition, % at 10 µM;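 note: 0% = tracer peptide without compound and 100% = reference inhibitor peptide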
RGS4-Gao reg: modulators of RGS4 binding to Galphao, primary screen, biochemical, multiplexed bead flow cytometry; binding response (% of control), % at 10 µM; AID 1415, 2008; actives lie on both sides; Guanine nucleotide-binding protein G(o) subunit alpha (Homo sapiens), P09471; 220,000 tested, 0.33% active; in the data active = binding response below about 49% or above about 150%; inactive = in between;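 note: fluorescent Galphao activated with aluminum fluoride binding bead-coupled RGS4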
Bfl-1 Bim block: inhibitors of Bim binding to Bfl-1, primary screen, biochemical, multiplexed, bead-based flow cytometry; Bim-Bfl-1 binding inhibition; Bcl-2-related protein A1 (Homo sapiens), Q16548; inhibition, % at 10 µM; 190,000 tested, 0.12% active;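 note: 0% = wells without compound plus tracer and 100% = blocker peptide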
Avidin bead fluor: green autofluorescence of compounds with avidin beads – biophysical, 488/530 nm, flow cytometry, artefact control, profiling panel; compound fluorescence 488/530 nm; stronger effect = higher value; fluorescence (KMESF) at 10 µM; 220,000 tested, 0.38% active; AID 1775, 2009; in the data active = fluorescence above about 47; note: inactives centre near 10
Bim-Bcl-2: inhibitors of Bim-Bcl-2 binding, primary screen, biochemical, multiplexed, human Bcl-2 family | Bead-based flow cytometry, Bim peptide-Bcl-2 binding | inhibition, % at 10 µM | 190,000 tested, 0.06% active | AID 950, 2007; in the data active = inhibition above about 40%; inconclusive = no clear call, values can overlap the other calls;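 note: 0% = no compound wells with probe peptide and 100% = reference peptide inhibitor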
Target sequence (P10415 whole entry, looked up): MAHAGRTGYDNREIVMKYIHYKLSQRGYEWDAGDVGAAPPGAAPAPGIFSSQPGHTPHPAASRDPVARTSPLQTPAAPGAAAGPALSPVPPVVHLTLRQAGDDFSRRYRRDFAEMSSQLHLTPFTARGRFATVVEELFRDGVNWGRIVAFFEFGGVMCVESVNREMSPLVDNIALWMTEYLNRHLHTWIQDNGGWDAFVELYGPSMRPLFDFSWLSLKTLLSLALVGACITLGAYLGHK
Bcl-W Bim block: inhibitors of Bim binding to Bcl-W, primary screen, biochemical, multiplexed, bead-based flow cytometry | Bcl-2-like protein 2 (Homo sapiens), Q92843 | AID 952, 2007 | 190,000 tested, 0.02% active | Bim peptide-Bcl-W binding | inhibition, % at 10 µM;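 note: 0% = bound tracer without compound and 100% = peptide blocker; higher means less fluorescent Bim peptide bound to Bcl-W beads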
Target sequence (Q92843 whole entry, looked up): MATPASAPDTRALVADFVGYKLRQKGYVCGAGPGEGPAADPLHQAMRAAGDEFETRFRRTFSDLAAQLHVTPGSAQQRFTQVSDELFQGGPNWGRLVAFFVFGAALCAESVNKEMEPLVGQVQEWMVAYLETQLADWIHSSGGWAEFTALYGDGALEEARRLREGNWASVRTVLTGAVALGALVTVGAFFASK
ABCB1 inh: ABCB1 efflux pump inhibitors, primary screen, cell-based, multiplex, flow cytometry, ABCG2 counter-screen; 190,000 tested, 0.067% active; inhibition, % at 6.6 µM; CCRF-Adr cells, JC-1 efflux; in the data active = inhibition above about 40%;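 note: 0% = vehicle and 100% = reference inhibitor; higher value means more JC-1 retained so stronger ABCB1 efflux block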
* = called active by the depositor; ? = inconclusive; . = no result given. Cut-off read from the data, not from the text of the source, unless noted: active = inhibition above about 40%. Rows are unselected; about 1.3% have a hit in one of these screens.

Preview (three entries):
SMILES	RGS7-Gao	ABCG2 inh	GSH fluor	Bim-Bcl-XL	Bim-Bcl-B	RGS4-Gao reg	Bfl-1 Bim block	Avidin bead fluor	Bim-Bcl-2	Bcl-W Bim block	ABCB1 inh
CCCN1CCN(C(=S)Nc2ccc3nc(N4CCN(CC)CC4)cc(C)c3c2)CC1	?	12	20	-1	-2	100	10	11	-1	-6	0.7
CC(C)c1ccc(C(N)=S)cc1	97	2	16	-2	-3	101	-5	25	0	-4	0.1
O=C(Cn1c(=O)c(=O)n(Cc2ccccc2)c2ccc(Cl)cc21)Nc1cc(F)ccc1F	103	2	16	-2	-4	99	-4	11	-1	0	1.1

This part in full, from the first entry:
SMILES	RGS7-Gao	ABCG2 inh	GSH fluor	Bim-Bcl-XL	Bim-Bcl-B	RGS4-Gao reg	Bfl-1 Bim block	Avidin bead fluor	Bim-Bcl-2	Bcl-W Bim block	ABCB1 inh
CCCN1CCN(C(=S)Nc2ccc3nc(N4CCN(CC)CC4)cc(C)c3c2)CC1	?	12	20	-1	-2	100	10	11	-1	-6	0.7
CC(C)c1ccc(C(N)=S)cc1	97	2	16	-2	-3	101	-5	25	0	-4	0.1
O=C(Cn1c(=O)c(=O)n(Cc2ccccc2)c2ccc(Cl)cc21)Nc1cc(F)ccc1F	103	2	16	-2	-4	99	-4	11	-1	0	1.1
O=[N+]([O-])c1ccc2c(c1Nc1ccccc1)=NC1(CCCCC1)N=2	88	16	11	-3	0	95	-1	4	-2	-2	0.3
COc1ccc(-c2n[nH]c(=S)n2Cc2ccco2)cc1	95	-2	5	-4	2	94	-2	4	1	-4	-0.4
COc1ccc2nc(NC(=O)CCc3cc(OC)c(OC)c(OC)c3)sc2c1	101	2	10	0	2	101	-3	4	2	0	0.6
CCCOc1ccc(C(=O)NCC(c2cccs2)N(C)C)cc1OC (stereo unspecified)	104	4	9	-4	-8	103	-18	17	-16	-3	1.2
CCN1CCN(CCCNC(=O)C2CCCN(c3nnc(-n4cccc4)s3)C2)CC1 (stereo unspecified)	101	2	9	0	-1	101	-3	26	-3	0	0.8
CCOC(=O)C(C)(C)N(Cc1cccc(C)c1)S(=O)(=O)c1ccc(Cl)c([N+](=O)[O-])c1	100	18	12	-2	-2	98	1	5	0	0	1.5
Nc1c(C(=O)NCc2ccco2)nnn1Cc1ccccc1	99	6	13	-2	-3	99	-3	39	-1	-5	1.9
CCOc1ccc(NC(=O)CSc2nnc(C34CC5CC(CC(C5)C3)C4)n2C)cc1	101	3	4	-3	-1	102	0	16	-3	-3	1.6
COc1ccc(C(C)=O)cc1CN(C)C	94	1	28	-6	-5	95	-18	13	-8	0	-1.0
CCCCOC(=O)c1nc(Cl)c(Cl)c(N)c1Cl	100	24	7	3	42*	101	2	11	25	-2	0.4
CCCCCCn1c(SCCN2CCOCC2)nc2c1c(=O)[nH]c(=O)n2C	101	4	16	-4	-4	101	-2	25	-3	-1	0.6
Cc1c(=O)n(OCc2cccc(F)c2)c2ccccc2[n+]1[O-]	104	1	16	-2	-2	103	0	9	-1	-1	0.0
CCN1CC(O)=C(c2nc3ccccc3s2)C1=N	100	4	11	-3	-9	99	-10	9	-10	-1	0.1
O=[N+]([O-])c1cc(-c2nc(-c3ccncc3)no2)ccc1Cl	100	24	16	-3	-7	99	-17	20	-17	-3	2.0
COc1cccc(C(=O)Nc2cccc(OCC(=O)c3ccccc3)c2)c1	?	2	15	-6	-7	99	-6	9	-8	-5	0.3
O=C(NCc1ccco1)c1ccc2ccccc2n1	102	1	21	-5	-4	97	-14	8	-5	-5	0.0
O=C(CCCC(=O)OCC(=O)c1ccc(Cl)cc1Cl)Nc1cc(C(F)(F)F)ccc1Cl	93	2	23	-1	-1	96	0	12	-4	-3	0.0
CCOC(=O)N1CCN(C(=S)NC(=O)C23CC4CC(CC(C4)C2)C3)CC1	102	5	27	-2	-15	100	-2	25	-6	1	2.1
Cc1ccc(N2CN(Cc3cccnc3)CNC2=S)c(C)c1	104	1	12	-2	-3	100	0	5	-3	-2	-0.1
Cc1nc(-c2cccnc2)sc1C(=O)Nc1ccc(Cl)cc1	107	2	13	-6	-9	102	-14	15	-13	2	0.1
CCOC(=O)C1CCCN(CC(=O)/C=C2/N(C)c3ccccc3C2(C)C)C1 (stereo unspecified)	95	1	52	-1	-2	95	-3	8	-2	-3	1.2
CCOC(=O)c1sc(NC(=O)CSc2nc(C)cc(C(F)(F)F)n2)c(C#N)c1C	108	-1	30	-9	-49	97	15	10	-8	-3	-0.6
CCOC(=O)C1=C[C@]2(CC)CCCN3CCc4c(n1c1ccccc41)[C@@H]32	97	1	23	0	-3	95	7	7	0	1	0.3
O=C(OCC(=O)c1c[nH]c2ccccc12)C1=COCCO1	111	6	22	2	2	112	4	13	1	-1	0.6
CCOc1ccc(NS(=O)(=O)c2ccc(C(=O)N3CCN(c4ncccn4)CC3)cc2)cc1	102	6	21	3	-6	101	-3	6	0	3	1.5
O=[N+]([O-])c1cccc(-c2nc(-c3ccccc3)no2)c1	101	7	11	-2	-3	100	-7	12	-5	-1	0.5
Clc1ccc(NCc2nncn2-c2ccccc2)cc1	99	0	20	3	0	97	1	4	0	0	0.0
COc1ccc(C(=O)CCNc2ccc(C)c(Cl)c2)cc1	100	2	19	-10	-14	97	-14	12	-8	-6	0.0
C=CCN1C(=O)C(C)(C)N(C(C)=O)c2ccccc21	102	-9	23	-4	-5	105	-1	14	-2	-5	-0.2
CCCCN(CC)C(=O)CSc1nc2ccccc2c(=O)n1CC1COc2ccccc2O1 (stereo unspecified)	102	4	12	-2	-3	103	-1	38	-7	-2	2.3
CCN1CCN(C(=S)Nc2ccc(Cl)cc2Cl)CC1	97	2	7	-6	-8	102	-1	13	-2	-7	0.7
CCOC(=O)C1(Cc2ccccc2C(F)(F)F)CCN(CC(O)CO)CC1 (stereo unspecified)	100	1	14	-2	-6	98	-3	5	-2	-2	0.2
O=C(CN1CCN(Cc2ccccc2)CC1)c1c[nH]c2ccccc12	99	0	23	-3	-5	104	-2	5	-2	-3	0.1
CCOC(=O)/C=C1\SCC(=O)N1CC(=O)NCc1ccc(OC)c(OC)c1	102	2	25	0	-1	100	-4	10	-1	0	0.5
CC(C)N1C(=O)C2ON(c3ccccc3)C(c3cccs3)C2C1=O (stereo unspecified)	98	4	26	-5	-9	97	-20	10	-13	-1	0.4
CCN(CC)S(=O)(=O)c1cccc(C(=O)N/N=C/c2cc(OC)c(O)c(OC)c2)c1	100	16	11	-7	-8	99	-3	19	-4	-5	-0.3
CCOC(=O)c1sc(=NC(=O)CCSc2ccccc2)n(C)c1C	?	6	18	1	-2	97	-3	9	0	1	0.6
CNCC/C=C1/c2ccccc2CSc2ccccc21	103	4	20	-5	-6	101	-4	5	-7	-4	-0.4
Cc1ccc2nc3sc(-c4nnc(-c5ccccc5[N+](=O)[O-])o4)c(N)c3cc2c1	94	-1	12	-1	1	92	3	36	3	0	-0.3
CC(=O)N(c1ccc(Cl)cc1)c1nc(C)cc(C)c1C#N	105	0	10	-2	-4	103	-4	13	-4	1	-0.1
COc1ccc(N(CC(=O)N/N=C(\C)c2cccs2)S(=O)(=O)c2ccccc2)cc1Cl	115	1	15	0	-6	120	-4	23	-2	0	0.1
Cc1ccccc1OCC(=O)NC(=S)Nc1ccc2c3c(cccc13)CC2	104	-12	33	-6	-12	106	-19	13	-11	-2	0.5
CS(=O)(=O)N1CCN(c2ccc(Cl)cc2[N+](=O)[O-])CC1	100	5	13	-4	-5	98	-16	12	-5	-2	0.6
COc1ccc(NC(=O)N2CCN(c3ccc([N+](=O)[O-])cc3)CC2)cc1	100	24	12	-3	-2	100	-5	9	-6	0	0.0
COC(=O)c1ccc(Cn2cnc3c(cnn3-c3ccc(C)c(C)c3)c2=O)o1	96	0	9	0	0	97	0	3	0	3	-0.5
Cc1cc(CNC(=O)C(C)n2nc(C)c([N+](=O)[O-])c2C)c2ccccc2n1 (stereo unspecified)	101	6	13	-1	-2	101	-3	25	-3	0	2.2
COc1cccc(CNC(=O)C2CCN(S(=O)(=O)c3ccc(F)cc3)CC2)c1	95	1	39	-17	-8	100	-12	15	-10	-1	0.7
More entries.
SMILES	RGS7-Gao	ABCG2 inh	GSH fluor	Bim-Bcl-XL	Bim-Bcl-B	RGS4-Gao reg	Bfl-1 Bim block	Avidin bead fluor	Bim-Bcl-2	Bcl-W Bim block	ABCB1 inh
COc1ccc(-n2nc3c(c2NC(=O)C24CC5CC(CC(C5)C2)C4)CS(=O)C3)cc1 (stereo unspecified)	98	1	28	-2	-9	98	-10	7	-6	1	0.6
COc1ccc(N/C=C\C(=O)c2ccc3c(c2)OCO3)cc1OC	101	7	5	-2	-5	102	2	13	3	-3	0.2
COCCN(C(=O)Nc1ccccc1)C(C)c1cccnc1 (stereo unspecified)	98	5	23	0	-6	95	-10	8	-8	1	2.9
N#CC(C#N)=C/C(C#N)=C(/N)N1CCN(c2ccc(Cl)cc2)CC1	99	21	16	2	1	100	1	8	0	0	1.4
Cc1cccc(OCCCCc2c(C)n[nH]c2C)c1C	100	8	12	-3	-2	103	-1	10	-1	-1	0.3
Cc1ccc2cccc(NC(=S)NC(=O)c3ccnn3C)c2n1	103	2	11	-8	-7	105	-2	20	-5	-7	-0.3
COC(CNC(=O)c1ccc(N2CCc3ccccc32)c([N+](=O)[O-])c1)OC	99	4	6	18	10	99	19	16	16	14	.
Cn1c(=O)cc(NCCc2ccccc2)[nH]c1=O	96	0	12	-2	-2	97	-5	32	0	-5	0.2
FC(F)(F)c1cccc(CNc2ncccc2-c2nc3cc(Cl)ccc3o2)c1	102	25	31	-3	-8	100	-19	13	-16	-2	0.4
Cc1c(NC(=O)C(C)OC(=O)c2cccs2)c(=O)n(-c2ccccc2)n1C (stereo unspecified)	99	3	7	-2	-5	99	-4	0	-5	-3	0.6
CC1CCN(C(=O)Cn2c(=O)n(CCc3ccccc3)c(=O)c3ccccc32)CC1	93	2	32	2	-2	91	-4	4	0	1	1.1
Cc1nn(-c2ccc([N+](=O)[O-])cc2)c2c1C(c1cccc(Br)c1)N1C(=N2)C(=O)Nc2ccccc21 (stereo unspecified)	104	0	7	-1	-4	100	3	1	0	0	-0.2
O=S(=O)(Cc1ccccc1)NCC1CCCN(Cc2ccc3nonc3c2)C1 (stereo unspecified)	101	1	24	-9	-7	104	1	9	-3	-5	0.1
